RPL19A-GFP yeast: yeast TOR pathway RPL19A-GFP modulation; percent response vs DMSO, % at 10 µM; 0.3% of 330,000 active; S. cerevisiae RPL19A-GFP strain, flow cytometry, 3 h; hits give low values;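 active means percent response vs DMSO below 50%; inconclusive means fewer than 70 events counted for the yeast strain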;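 further: median channel GFP fluorescence of the barcoded RPL19A-GFP strain; ratio of sample median GFP to plate DMSO average so 100% = DMSO; lower means less RPL19A-GFP as with rapamycin TOR inhibition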
AGP1-GFP MLPCN: modulators of TOR pathway AGP1-GFP in S. cerevisiae | GFP response vs DMSO, % at 10 µM | AID 2066 | 0.02% of 320,000 active | S. cerevisiae AGP1-GFP multiplex flow cytometry, 3 h; GFP as percent of DMSO wells;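 active means GFP response relative to DMSO above a set limit, near screen average plus 3 SD, cut at about 150% in these data; inconclusive means fewer than 70 cells counted for the yeast strain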;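 further: median GFP channel fluorescence of the gated AGP1 strain per well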
Yeast superoxide: yeast age-related superoxide inhibition as caloric restriction mimetic | AID 2690 | superoxide response (% of plate mean), % at 10 µM | 0.18% of 330,000 active | S. cerevisiae aged cells, superoxide DHE fluorescence; hits give low values;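 active means superoxide response under a set limit, about three screen SD below normal, cut at about 65% in these data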;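 further: yeast aged for seven days with compound at 30 °C before DHE staining; 100% = average MFI of all compound-treated wells on the plate with controls excluded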
AHR activator: human AHR activation; P35869; AHR-responsive luciferase reporter cells, luminescence; activation, % at 5 µM; 2.5% of 320,000 active; AID 2796; in the data active means activation above about 47%;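 further: 0% = vehicle wells and 100% = reference agonist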
Target sequence (P35869 whole entry, looked up): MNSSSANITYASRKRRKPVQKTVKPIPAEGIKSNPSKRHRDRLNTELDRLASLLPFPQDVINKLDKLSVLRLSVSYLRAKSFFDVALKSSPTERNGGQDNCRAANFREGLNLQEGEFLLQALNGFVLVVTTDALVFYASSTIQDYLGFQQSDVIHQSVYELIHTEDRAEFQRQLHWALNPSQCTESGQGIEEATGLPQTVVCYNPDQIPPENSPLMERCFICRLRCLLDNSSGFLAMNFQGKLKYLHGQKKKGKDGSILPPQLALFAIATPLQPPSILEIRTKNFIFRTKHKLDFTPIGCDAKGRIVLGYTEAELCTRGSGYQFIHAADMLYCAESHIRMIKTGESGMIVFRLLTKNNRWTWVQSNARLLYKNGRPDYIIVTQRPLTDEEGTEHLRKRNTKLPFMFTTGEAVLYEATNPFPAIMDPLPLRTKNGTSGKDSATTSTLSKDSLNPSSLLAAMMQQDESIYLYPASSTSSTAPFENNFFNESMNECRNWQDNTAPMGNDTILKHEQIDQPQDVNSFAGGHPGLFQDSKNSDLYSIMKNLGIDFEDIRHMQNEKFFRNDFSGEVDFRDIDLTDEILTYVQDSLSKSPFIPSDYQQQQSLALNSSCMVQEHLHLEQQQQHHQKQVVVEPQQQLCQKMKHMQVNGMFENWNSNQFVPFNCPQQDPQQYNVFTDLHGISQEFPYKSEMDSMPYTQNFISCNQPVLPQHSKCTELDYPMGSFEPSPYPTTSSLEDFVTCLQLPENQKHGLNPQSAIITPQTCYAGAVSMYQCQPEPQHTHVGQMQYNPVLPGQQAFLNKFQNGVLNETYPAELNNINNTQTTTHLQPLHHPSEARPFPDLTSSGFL
LAP4-GFP MLPCN: modulators of TOR pathway LAP4-GFP in S. cerevisiae; GFP response vs DMSO, % at 10 µM; 0.34% of 320,000 active; S. cerevisiae LAP4-GFP multiplex, flow cytometry GFP, 3 h; median GFP as percent of DMSO wells;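 active means GFP response vs DMSO above a set limit, about the screen mean plus 3 SD, cut at about 150% in these data; inconclusive means under 70 cell events counted for the yeast strain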
MEP2-GFP yeast: modulators of TOR pathway MEP2-GFP in S. cerevisiae. 0.51% of 330,000 active. S. cerevisiae MEP2-GFP strain, flow cytometry GFP, 3 h; 100% = DMSO control level. GFP response vs DMSO, % at 10 µM;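 active means GFP response versus DMSO above a set limit, roughly screen mean plus 3 SD, cut at about 180% in these data; inconclusive means fewer than 70 cells counted for a yeast strain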;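 further: median GFP fluorescence of the barcode-gated MEP2-GFP cells per well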
Efflux pump mplx: blocks antifungal efflux pumps in multiplex yeast assay | AID 485275 | 0.44% of 330,000 active | S. cerevisiae Candida pump triplex, Nile Red efflux | inhibition, % at 10 µM;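 active means plate passing quality check with inhibition over a set limit, or well fluorescence over plate mean plus 4 SD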;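 further: Nile Red retained in pooled yeast measured as flow cytometry median fluorescence; 0% = buffer negative control and 100% = Enniatin B positive control; higher means more Nile Red kept so more efflux inhibition; some compounds called inactive have numbers as strong as hits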
CIT2-GFP yeast: modulators of TOR pathway CIT2-GFP in S. cerevisiae; 0.065% of 320,000 active; S. cerevisiae CIT2-GFP strain, flow cytometry, 3 h; 100 means same as DMSO wells; AID 2029; GFP response vs DMSO, % at 10 µM;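 active means GFP response relative to DMSO above a set limit, near the screen mean plus 3 SD, cut at about 150% in these data; inconclusive means Fewer than 70 cells measured for a yeast strain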;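 further: ratio of well median GFP fluorescence to mean of DMSO wells on the plate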
Active calls of the source: *; i = inactive; ? = inconclusive; · = not tested or not shown; [ ] = another dose, or the depositor's remark.

canonical_smiles	AGP1-GFP MLPCN	CIT2-GFP yeast	Efflux pump mplx	RPL19A-GFP yeast	LAP4-GFP MLPCN	Yeast superoxide	AHR activator	MEP2-GFP yeast
C=CCOCCn1[nH]c2ccccc2c1=O	106	100	0.0	102	102	106	0	101
Cc1csc2ncnc(N3CCN(C(=S)Nc4ccc(F)cc4F)CC3)c12	·	·	-0.1	105	·	98	-6	105
COc1ccc(N(CC(=O)Nc2cccc(F)c2)S(=O)(=O)c2c(C)[nH]c(=O)[nH]c2=O)cc1	99	118	-0.1	101	87	86	1	102
Cc1nn2c([nH]c(=O)c3ccccc32)c1C=O	112	101	-0.1	107	104	117	1	107
O=C(COc1ccc(S(=O)(=O)NCc2ccccc2)cc1Cl)NCC1CCCO1 (stereo not drawn)	102	102	-0.2	101	94	94	-1	99
CCOC(=O)c1cc2c(nc1N)CC(C)(C)OC2	96	95	-0.1	97	94	111	-3	96
COc1cccc(N2CCN(C(=O)CN(c3cc(C)cc(C)c3)S(=O)(=O)c3c(C)noc3C)CC2)c1	101	99	0.3	102	91	106	2	104
Cc1sc2ncnc(SCC(=O)Nc3nc(-c4ccc(F)c(F)c4)cs3)c2c1C	92	89	0.0	93	92	107	3	88
Cc1ccc(NC(=O)c2cc3ccccc3o2)cc1Cl	103	105	0.0	105	106	105	·	111
C/C(Cl)=C\Cn1c(N2CCCCCC2)nc2c1c(=O)n(C)c(=O)n2C	99	101	-0.1	101	98	113	0	100
O=C(c1ccc2c(Cl)c3c(nc2c1)CCCC3)N1CCC(N2CCCCC2)CC1	103	103	0.0	103	104	101	0	101
Cc1c(C)c2ccc(OCC(=O)NC(Cc3ccc(Cl)cc3)C(=O)O)cc2oc1=O (stereo not drawn)	100	98	0.0	98	106	98	-1	108
CN(CC(=O)Nc1ccccc1Cl)C(=O)c1ccc(-c2cccc(C(F)(F)F)c2)o1	103	96	0.0	95	102	94	-1	95
Cc1ccc(-c2nn(-c3ccccc3)cc2/C=C2\SC(=S)N(CC(=O)O)C2=O)cc1	96	87	0.3	100	85	96	-2	105
CN1CCN(C(=O)c2cc3c(C(F)(F)F)nn(C)c3s2)CC1	90	94	0.2	93	91	100	-3	96
Cc1ccc(C(=O)N/N=C\c2cc(Br)c(Br)o2)cn1	100	109	-0.1	98	99	87	4	96
COc1ccc(/C=C/C(=O)Nc2cc(C)nn2-c2nc3ccccc3[nH]2)cc1	107	102	0.0	105	97	117	17	99
O=C1CC(Sc2cccs2)C(=O)N1c1ccccc1 (stereo not drawn)	104	97	-0.2	97	119	88	4	94
CC1=C(C)CC(C(=O)NCc2c(F)cccc2Cl)C(C(=O)O)C1 (stereo not drawn)	89	90	-0.1	99	89	104	3	97
CC(NC(=O)/C(=C\c1cccc([N+](=O)[O-])c1)NC(=O)c1ccco1)C(=O)O (stereo not drawn)	94	98	0.1	95	97	i	1	95
Cc1ccc(CNC(=O)CCc2nnc3ccc(N4CCC5(CC4)OCCO5)nn23)cc1	101	102	0.2	102	101	96	5	103
O=C(Nc1ccccc1F)c1cc(S(=O)(=O)N2CCOCC2)cs1	102	99	0.0	103	96	109	-7	99
CCOc1ccccc1N1CCN(C(=O)Nc2cccc(Cl)c2)CC1	87	87	0.3	94	108	99	4	93
CCOC(=O)c1cccc(NC(=O)c2cccs2)c1	98	95	0.0	100	99	92	7	107
N#Cc1nc(-c2cccs2)oc1NCCN1CCOCC1	110	111	-0.2	101	103	97	9	109
C[C@H](NC(=O)[C@@H]1Cc2ccccc2CN1C(=O)OC(C)(C)C)C(=O)NCC1CCCO1 (stereo partly drawn)	107	106	0.1	107	100	120	-1	105
COc1ccc(CC(=O)Nc2cccc3ncccc23)cc1OC	101	98	0.0	95	100	107	-1	101
COc1ccc(/C=C/c2ccc3c(Br)ccc(O)c3n2)cc1	87	93	-0.1	98	112	79	2	110
COc1cc(C2C(C(C)=O)=C(C)Nc3ncnn32)ccc1O (stereo not drawn)	102	96	0.1	96	86	105	-4	94
CCn1c2ccccc2c2cc(NC(=O)c3ccc(Br)o3)ccc21	91	93	0.7	94	89	100	63*	91
CCn1c(-c2ccc(C)cc2)n[nH]c1=S	?	?	-0.1	92[may fluoresce violet]	98[may fluoresce violet]	91	3	100[may fluoresce violet]
COc1cccc(OCCOCC(O)CN2CCN(Cc3ccc(Cl)cc3)CC2)c1 (stereo not drawn)	98	100	0.2	99	101	98	5	102
CCOc1ccc(C(=O)COC(=O)C2CCN(c3ccc(C(F)(F)F)cn3)CC2)cc1	102	87	-0.1	95	100	100	3	96
O=c1c2c(nc3nc(SCc4ccccc4)[nH]n13)CCC2	106	93	-0.1	104	97	99	2	95
O=C1NC(=O)C(CC(=O)N(Cc2ccco2)C2(C(=O)NC3CCCCC3)CCCCC2)N1 (stereo not drawn)	101	96	-0.1	96	102	104	1	105
Cn1c(=O)c2c(ncn2CCC(=O)N/N=C/c2cccnc2)n(C)c1=O	113	115	-0.1	104	134	96	1	106
Cc1cc(OCC(=O)NCC(O)c2ccccc2)c2c(C)cc(=O)oc2c1 (stereo not drawn)	96	97	0.3	97	88	89	3	94
CCNC(=S)/N=C(/Nc1ccccc1)Nc1nc(C)cc(C)n1	92	90	0.4	95	105	98	80*	86
Cc1nc2ccccc2c(C)c1CC(=O)N(C)CC(=O)Nc1cccc(F)c1	100	95	0.0	94	104	89	4	96
CC(=O)Nc1ccc(S(=O)(=O)Nc2ccc(S(=O)(=O)Nc3ncccn3)cc2)cc1	105	97	0.3	101	94	111	-1	104
COc1cc(CC(=O)OCC(=O)N2CCN(C(=O)c3ccco3)CC2)cc(OC)c1OC	97	93	0.0	93	104	113	-1	92
COc1cc2c(cc1OC)CN(C(=O)c1cc(C3CC3)nn1-c1ccccc1)CC2	92	86	0.7	96	100	108	5	91
CCOc1ccc(Oc2cc(N)cc([N+](=O)[O-])c2)cc1	85	94	0.1	96	102	143	4	94
O=C1c2nc3cc(-c4ccco4)[nH]n3c(=O)c2CN1C1CCCCC1	102	91	0.2	102	104	119	0	95
O=C(OCc1cccnc1)C1=Cc2ccccc2OC1	81	78	0.1	92	90	93	4	94
CCOc1cccc(C2C(C#N)=C(N)Oc3cc(C)oc(=O)c32)c1OCC (stereo not drawn)	90	96	-0.1	87	94	92	-3	95
Cc1ccccc1Oc1cc(NC(=O)CCCn2nc(C)c([N+](=O)[O-])c2C)cc([N+](=O)[O-])c1	96	98	-0.1	103	89	116	-3	103
NS(=O)(=O)c1ccc(NC(=O)COC(=O)C2(c3ccc(F)cc3)CCCC2)cc1	89	87	4.3	99	78	93	5	92
Cc1ccc(NC(=O)COC(=O)CCC(=O)c2ccc(Cl)cc2)cc1S(=O)(=O)N(C)C	98	97	0.1	101	93	107	-4	100
Cn1cccc1Cc1nnc(SCC(=O)NCCc2ccccc2)n1-c1ccc(F)cc1	104	108	-0.2	99	99	93	-1	106
CC(=O)c1cccc(N=c2scc(-c3ccc(S(=O)(=O)N4CCOCC4)cc3)n2CCO)c1	106	100	0.2	106	95	101	1	97
COc1ccc(OC)c(NC(=O)COC(=O)c2ccc(S(=O)(=O)N3CCOCC3)cc2)c1	96	98	0.1	91	93	93	1	96
Cc1ccc(Nc2nc3c(c(=O)[nH]2)CCCC3)cc1	108	103	-0.1	101	102	89	30	107
CCCCC(=O)Nc1ccc(NC(=O)c2ccccc2OC)cn1	·	85	0.0	95	87	107	0	89
O=C(CSc1nccn1Cc1ccc(F)cc1)NC1CCCC1	111	109	-0.1	102	136	96	-1	102
CCOc1ccc(C2NC(=O)NC(C)=C2C(=O)OCc2ccccc2)cc1 (stereo not drawn)	96	99	-0.1	96	89	99	2	103
COc1ccc(S(=O)(=O)NCC(c2ccco2)N2CCc3ccccc32)cc1 (stereo not drawn)	101	97	0.0	99	109	85	1	101
COc1cc(C(=O)N(Cc2ccc(C)o2)C2CCS(=O)(=O)C2)cc(OC)c1OC (stereo not drawn)	86	91	-0.1	92	97	91	1	95
CS(=O)(=O)N(CC(=O)Nc1ccc2c(c1)OCO2)c1ccccc1	98	96	0.1	97	101	104	17	106
O=C1CSCN1c1ccc(Cl)c(Cl)c1	94	96	0.1	101	90	86	-3	102

The list goes on:
canonical_smiles	AGP1-GFP MLPCN	CIT2-GFP yeast	Efflux pump mplx	RPL19A-GFP yeast	LAP4-GFP MLPCN	Yeast superoxide	AHR activator	MEP2-GFP yeast
Cc1nc2nc(C)c(CCC(=O)Nc3ccc4c(c3)OCO4)c(C)n2n1	103	99	0.6	96	97	104	1	96
CCOc1ccccc1CN1CCNC(=O)C1CC(=O)NCc1nccn1CC (stereo not drawn)	95	92	-0.1	99	86	109	-1	89
C/C(=N/NS(C)(=O)=O)c1ccc2ccccc2c1	104	98	0.1	102	104	97	2	108
COC(=O)c1cc(NC(=O)COC(=O)CCc2nc3ccccc3c(=O)[nH]2)cc(C(=O)OC)c1	103	107	0.0	107	99	78	2	108
COCCN(C(=O)Cc1cccs1)C(C(=O)NC1CCCC1)c1ccc(OC)c(OC)c1 (stereo not drawn)	96	99	0.0	104	92	94	1	101
N[C@@H](Cc1ccccc1)C(=O)N1CCC(C(=O)NCC(=O)NCC(=O)O)CC1	83	89	-0.2	88	76	93	-1	83
COC(=O)c1ccc(N2CCN(C)CC2)c(NC(=O)COc2ccccc2Cl)c1	90	88	0.4	92	93	106	4	93
Cc1ccccc1Nc1c(-c2cccnc2)nc2ccccn12	106	99	0.3	104	96	99	1	99
O=C1OCCN1CCNCc1cn(-c2ccc(F)cc2)nc1-c1ccccc1Cl	103	93	-0.1	98	99	106	1	98
COc1ccc(C(C(=O)NC2CCCC2)N2CCc3ccccc32)cc1 (stereo not drawn)	103	101	-0.1	103	93	95	9	93
Nn1c(SCC(=O)NCc2ccccc2)nncc1=O	103	93	0.0	103	93	93	3	89
CC(C)(C)CC(=O)Nc1cccc(-c2cn3cccnc3n2)c1	102	105	0.0	107	94	85	48*	100
O=C(c1cc2cc(F)ccc2[nH]1)N1CCN(c2ccc(F)cc2)CC1	101	91	-0.1	99	103	118	23	97
O=Nc1c(O)n(Cc2c(Cl)cccc2Cl)c2ccccc12	95	95	0.1	103	87	85	3	95
Cc1ccc(NC(=O)CNc2cccc(Br)c2)cc1S(=O)(=O)N1CCOCC1	97	98	0.4	100	103	110	1	97
Cc1nnc(SCCC(C)C)[nH]c1=O	108	103	-0.1	104	101	112	3	105
O=C(Nc1ccc(S(=O)(=O)Nc2nccs2)cc1)c1cnc(Cl)c(Cl)c1	110	102	0.4	100	121	87	9	106
CCN(CC)S(=O)(=O)c1ccc(Nc2ccc(-c3ccc4c(c3)OCCO4)nn2)cc1	95	97	-0.1	94	95	85	-3	98
Cc1ccccc1Cn1cnc2c(cnn2C(C)(C)C)c1=O	99	99	0.0	97	95	92	0	103
O=C1[C@H]2[C@@H](c3ccc(Cl)cc3)N3C(=O)N(c4cccc(Br)c4)C(=O)[C@@]3(Cc3ccc(Cl)cc3)[C@H]2C(=O)N1C1CCCCC1	83	73	0.0	99	105	101	0	92
CCOC(=O)c1sc2nc(C)nc(NCc3ccc(F)cc3)c2c1C	100	90	-0.1	99	103	87	4	115
